# H37Rv inhibition: M. tuberculosis growth inhibition, HTS (AID 449762); M. tuberculosis H37Rv growth inhibition, 7H9 media; higher % means a stronger effect; inhibition, % at 25 µM, or IC50 in µM where a hit was titrated; actives 0.59% (n = 330,000); in the data active = a potency from the dose series; inconclusive = inhibition above about 70% without an active follow-up result;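 also: bacterial growth assessed after seven days of incubation; strong numbers were not always called active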
# VEEV TC-83 Vero: inhibitors of VEEV TC-83 cytopathic effect, confirmation, Vero cells (AID 588727); Vero cells, VEEV TC-83 cytopathic effect inhibition; higher % means a stronger effect; actives 0.13% (n = 350,000); one-dose inhibition, % at 20 µM; IC50 in µM for titrated hits; in the data active = a potency from the dose series; inconclusive = inhibition mostly from about 14% at the one dose, without a potency; inactive = the rest, 99 in 100 with inhibition below about 12%; also: strong numbers were not always called active
# H1N1 NS1A inhibition: H1N1 influenza NS1A inhibitors, functional cell based assay (AID 504329). NS1A functional cell-based assay, percent inhibition; higher % means a stronger effect. inhibition, % at 12.5 µM, or IC50 in µM where a hit was titrated. actives 0.3% (n = 340,000); in the data active = a potency from the dose series; inconclusive = inhibition above about 27% without an active follow-up result; also: strong numbers were not always called active
# Salmonella PhoP GFP: Inhibition of PhoP regulon, Salmonella typhi GFP reporter cells, confirmation, 4 h (AID 1850); Salmonella Typhi PhoP-promoter GFP reporter, fluorescence, 4 h; higher % means a stronger effect; inhibition, % at 50 µM; hits with a dose series show IC50 in µM; actives 0.33% (n = 310,000); in the data active = a potency from the dose series; inconclusive = inhibition mostly from about 25% at the one dose, without a potency; inactive = the rest, 99 in 100 with inhibition below about 19%;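 also: 0% = induced wells with vehicle and 100% = uninduced wells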
# M. tuberculosis: growth inhibition of non-replicating M. tuberculosis (AID 488890) | Mycobacterium tuberculosis non-replicating, growth inhibition; higher % means a stronger effect | one-dose inhibition, % at 25 µM; IC50 in µM for titrated hits | actives 0.39% (n = 320,000); in the data active = a potency from the dose series; inconclusive = inhibition mostly from about 82% at the one dose, without a potency; inactive = the rest, 99 in 100 with inhibition below about 76%;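 also: plate controls were DMSO cells for no effect and high antibiotic wells for full effect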
# VEEV TC-83 Vero 10K pilot screen: recorded beside VEEV TC-83 Vero, whose call it bears; inhibition, %; measured here: 10K pilot screen inhibition
# An asterisk follows results filed as active; i = inactive; ? = inconclusive; / = no result given.
SMILES,H37Rv inhibition,VEEV TC-83 Vero,H1N1 NS1A inhibition,Salmonella PhoP GFP,M. tuberculosis,others
CCOC(=O)c1sc(C)c2c1NC(C)(c1cccs1)NC2=O (configuration not stated),-5.3%,i,-2.7%,-5.7%,10.4%,
CCN(CC)S(=O)(=O)c1cc(NC(=O)c2cccc(N3C(=O)CCC3=O)c2)ccc1Cl,5.7%,1.9%,-2.6%,-4.7%,7.4%,
CN(C)S(=O)(=O)N1CCCC(C(=O)c2ccc(-c3ccccc3)c(F)c2)C1 (configuration not stated),6.0%,5.2%,-10.8%,4.8%,20.7%,
Cc1c(CC(=O)NCC(=O)O)c(=O)oc2cc3c(cc12)CCC(C)(C)O3,-14.7%,i,14.6%,1.1%,-2.1%,
COc1ccc(Cl)cc1NC(=O)C1CCCN(c2cc(C)nc3ncnn23)C1 (configuration not stated),-6.4%,2.4%,4.8%,2.5%,29.7%,
O=C(COC(=O)c1cccc(Br)c1)Nc1ccc2[nH]c(=O)[nH]c2c1,4.8%,1.6%,1.6%,-2.0%,-9.6%,
CCCCSc1nc2[nH]ncc2c(=O)[nH]1,1.2%,1.2%,-6.2%,-3.3%,-14.0%,
Cn1cnc2c(=O)[nH]cc([N+](=O)[O-])c21,4.8%,0.3%,8.3%,-7.0%,-2.4%,
CCOC(=O)c1c(C)nc2c(c(SC)nn2-c2ccccc2)c1N,1.3%,3.2%,-9.9%,-4.2%,-9.6%,
Cc1cc(C)cc(NC(=S)/C(=C(\[O-])c2ccc(Cl)s2)[n+]2cccc(C)c2)c1,8.9%,5.4%,3.1%,2.2%,12.3%,
Cc1ccc(S(=O)(=O)N(C)c2cc(S(=O)(=O)N3CCC(C)CC3)c(C)cc2C)cc1,5.8%,2.6%,-23.6%,-3.4%,14.9%,
Cc1cc2c(OCC(O)CNC(C)(C)C)cccc2[nH]1 (configuration not stated),5.2%,0.4%,-4.8%,4.6%,17.7%,
COc1ccc(S(=O)(=O)N2CCC(c3cc(-c4cccc5ccccc45)n[nH]3)CC2)cc1,66.5%,5.2%,19.2%,-1.0%,-2.4%,
CC(C)=CC(=O)NCCc1ccccc1,0.7%,i,7.2%,-0.5%,-2.5%,
CC(=O)NC(C)C12CC3CC(CC(CC(=O)O)(C3)C1)C2 (configuration not stated),-0.1%,0.8%,-3.2%,-11.5%,10.4%,
COC(=O)c1ccccc1NC(=O)c1cc[n+](C)cc1,-0.2%,i,-5.7%,10.7%,8.9%,
COc1ccccc1CN(C(=O)CNC(=O)c1ccco1)C(C(=O)NCC1CCCO1)c1ccc(OC)c(OC)c1 (configuration not stated),-4.2%,i,2.6%,-1.4%,2.8%,
CCOC(=O)N1CCC(NC(=O)CS(=O)(=O)Cc2nc(-c3ccccc3Cl)oc2C)CC1,3.4%,0.7%,3.1%,0.8%,6.0%,
COc1cc(OC)cc(C(=O)N[C@H](C(=O)NC23CC4CC(CC(C4)C2)C3)C(C)C)c1,-8.2%,1.0%,10.6%,-0.9%,0.8%,
COCCCNc1nc2cc(OC)c(OC)cc2c2nc(-c3ccccc3)nn12,13.0%,?,26.6%,-0.4%,-8.6%,
Cc1nn(C)cc1CNC(=O)/C=C/c1cnn(C)c1,-5.9%,1.2%,-6.2%,-11.2%,-11.7%,
NC(=O)NC(CC(=O)N1CCc2ccccc2C1)c1ccc(Cl)cc1 (configuration not stated),-4.1%,0.3%,3.7%,-6.1%,-1.3%,
CSc1nc(C(C)C)ccc1CNC(=O)CC(C)c1ccccc1 (configuration not stated),-0.1%,0.8%,-10.1%,6.2%,-2.0%,
CCCCn1c(N)c(N(CCC(C)C)C(=O)C2=NN(c3ccccc3)C(=O)CC2)c(=O)[nH]c1=O,-7.3%,1.3%,2.4%,/,8.7%,
O=[N+]([O-])c1ccc(C=NN=Cc2ccc([N+](=O)[O-])cc2)cc1,/,0.4%,1.3%,/,/,
SMILES,H37Rv inhibition,VEEV TC-83 Vero,H1N1 NS1A inhibition,Salmonella PhoP GFP,M. tuberculosis,others
CCN(C[C@H]1N[C@@](CC)(C(=O)OC)[C@H]2C(=O)N(Cc3ccccc3)C(=O)[C@@H]12)C(=O)c1ccccc1,-4.3%,7.5%,-4.6%,/,5.5%,
CCCCN(C(=O)CCNC(=O)NC12CC3CC(CC(C3)C1)C2)c1c(N)n(CCCC)c(=O)[nH]c1=O,49.9%,8.2%,0.4%,4.2%,43.8%,
CC1CN(c2nnc(NC(=O)c3ccccc3)s2)CC(C)O1 (configuration not stated),3.5%,2.1%,-4.0%,2.5%,-4.8%,
Cc1nc(N2CCN(c3ccccn3)CC2)c2c(C)c(C(=O)Nc3ccc(F)cc3Cl)sc2n1,?,9.9%,-11.9%,3.8%,36.5%,
Cc1ccc(N=C2C(=O)Nc3ccc(C)c(Br)c32)cc1,0.2%,i,1.0%,-5.8%,17.1%,
Nc1nnc(SCC(=O)OCC(=O)c2ccccc2)s1,4.4%,2.4%,-0.9%,-3.0%,-1.9%,
COCc1ccc(CN2CCCC(CO)(Cc3cccc(OC)c3)C2)o1 (configuration not stated),-3.8%,7.3%,17.8%,-3.5%,-0.3%,
Cc1nn(Cc2cccc(F)c2)c(C)c1NC(=O)c1c(Cl)cnn1C,3.3%,1.9%,4.2%,-6.4%,-2.0%,
COc1ccc(C2SCC(=O)N2c2c(C)n(C)n(-c3ccccc3)c2=O)cc1 (configuration not stated),1.8%,1.3%,2.7%,5.7%,-16.1%,
CCCCC1(C)NC(=O)N(CC(=O)Nc2ccc(S(=O)(=O)N3CCOCC3)cc2)C1=O (configuration not stated),-14.2%,4.1%,5.9%,16.2%,5.0%,
CCOC(=O)c1cnn(-c2nc(C)cc(C)n2)c1N,-5.8%,i,1.2%,-12.4%,49.8%,
O=C1C=C(c2ccc(Cl)cc2)OC2(CCCC2)O1,-2.7%,2.3%,-15.6%,0.8%,12.8%,
CN(C)CCCN1C(=O)c2cccc3cccc(c23)C1=O,-1.8%,0.7%,-2.2%,0.1%,7.6%,
COCC(C)n1c(SCC(=O)NCCC2=CCCCC2)nc2ccccc2c1=O (configuration not stated),-1.9%,3.8%,-0.9%,-11.6%,16.2%,
Cc1cc(C)cc(NC(=O)COC(=O)Cn2cnc3c2c(=O)n(C)c(=O)n3C)c1,-9.6%,0.6%,-2.6%,/,-3.9%,
CCc1nc(N2CCN(S(C)(=O)=O)CC2)c2c3c(sc2n1)CCCC3,67.9%,8.6%,-1.2%,2.6%,8.2%,
NS(=O)(=O)c1ccc2nc(NC(=O)CS(=O)(=O)c3ccccc3)sc2c1,7.8%,1.2%,-0.1%,5.5%,-2.0%,
Cc1ccc(NS(=O)(=O)c2c(C(=O)N3CCOCC3)c(C)n(C)c2C)cc1,1.2%,0.1%,-0.5%,-3.8%,-2.3%,
CCC(OC(=O)C(NC(=O)c1ccccc1)c1ccccc1)C(=O)Nc1cc(C)on1 (configuration not stated),-2.5%,1.3%,-5.6%,-3.6%,-10.8%,
Cc1ccc(NC(=O)C2CCN(S(=O)(=O)c3ccc4c(c3)C(C)(C)C(=O)N4C)CC2)c(C)c1,-1.1%,0.1%,8.3%,/,1.5%,
COc1ccc(NS(=O)(=O)c2ccc(N)cc2)nn1,70.0%,/,/,9.9%,63.2%,
COc1cc(F)c(C2=CC(=O)C[C@H](c3ccc(Cl)cc3)C2)cc1F,41.9%,1.5%,14.4%,/,-2.1%,
Cc1cc(C(=O)CSc2nnnn2-c2ccccc2)c(C)n1CC1CCCO1 (configuration not stated),-7.0%,0.7%,5.6%,-7.9%,-1.1%,VEEV TC-83 Vero 10K pilot screen=0.5
C#CCOCCOCCOCCNc1nc(N2CCN(C(=O)CCCCCCCCCCNC(=O)Cn3cc(C[C@@H](C)O)nn3)CC2)nc(N2CCN(C(=O)CCCCCCCCCCNC(=O)[C@H](CCCN=C(N)N)n3cc(C[C@@H](C)CC)nn3)CC2)n1,?,?,13.8%,25.7%,71.3%,
Cc1cc(C)c(C)c(S(=O)(=O)NCc2ccc(C(=O)N3CCCCC3)cc2)c1C,1.0%,1.7%,1.8%,0.3%,18.6%,

# Continued (7 carried over from the part before).
SMILES,H37Rv inhibition,VEEV TC-83 Vero,H1N1 NS1A inhibition,Salmonella PhoP GFP,M. tuberculosis,others
CCC(OC(=O)C(NC(=O)c1ccccc1)c1ccccc1)C(=O)Nc1cc(C)on1 (configuration not stated),-2.5%,1.3%,-5.6%,-3.6%,-10.8%,
Cc1ccc(NC(=O)C2CCN(S(=O)(=O)c3ccc4c(c3)C(C)(C)C(=O)N4C)CC2)c(C)c1,-1.1%,0.1%,8.3%,/,1.5%,
COc1ccc(NS(=O)(=O)c2ccc(N)cc2)nn1,70.0%,/,/,9.9%,63.2%,
COc1cc(F)c(C2=CC(=O)C[C@H](c3ccc(Cl)cc3)C2)cc1F,41.9%,1.5%,14.4%,/,-2.1%,
Cc1cc(C(=O)CSc2nnnn2-c2ccccc2)c(C)n1CC1CCCO1 (configuration not stated),-7.0%,0.7%,5.6%,-7.9%,-1.1%,VEEV TC-83 Vero 10K pilot screen=0.5
C#CCOCCOCCOCCNc1nc(N2CCN(C(=O)CCCCCCCCCCNC(=O)Cn3cc(C[C@@H](C)O)nn3)CC2)nc(N2CCN(C(=O)CCCCCCCCCCNC(=O)[C@H](CCCN=C(N)N)n3cc(C[C@@H](C)CC)nn3)CC2)n1,?,?,13.8%,25.7%,71.3%,
Cc1cc(C)c(C)c(S(=O)(=O)NCc2ccc(C(=O)N3CCCCC3)cc2)c1C,1.0%,1.7%,1.8%,0.3%,18.6%,
CCOc1ccccc1-n1c(=S)sc2c(=O)n(-c3ccc(F)cc3)c(SCC(=O)O)nc21,3.4%,0.5%,-21.0%,0.0%,4.0%,
COCCn1c(SCC(=O)N(C)c2ccccc2)nc2c([nH]c3ccccc32)c1=O,-5.1%,4.8%,-7.3%,3.3%,-12.9%,
O=C(Nc1ccc2c(c1)OCCO2)c1oc2ccccc2c1NC(=O)C1CC1,-1.6%,3.9%,-4.6%,-5.6%,-8.8%,
COC(=O)C1=C(NC(=O)c2ccccc2C)CCS1,-1.6%,1.4%,5.3%,-7.0%,22.4%,
O=C(Nc1ccc2c(c1)OCCO2)N1CCN(c2ccccc2)CC1,4.8%,i,3.7%,-4.1%,17.1%,
CCCCCC(=O)N[C@@H](c1ccccc1)[C@@H](O)C(=O)O[C@H]1C[C@@]2(O)[C@@H](OC(=O)c3ccccc3)C3[C@](C)(C(=O)[C@H](O)C(=C1C)C2(C)C)[C@@H](OC1OCC(O)C(O)C1O)C[C@H]1OC[C@@]31OC(C)=O (some centres not stated),-6.5%,0.6%,1.3%,1.8%,10.8%,
Cc1cc(OCC(O)CN2CCc3ccccc3C2)cc(C(C)C)c1 (configuration not stated),10.7%,0.7%,-1.4%,-16.3%,27.6%,
COc1ccc(/C=C2\Sc3ccc(C(=O)N4CCc5ccccc5C4)cc3N(C)C2=O)cc1,?,/,/,7.2%,8.0%,
O=C(O)CCCN=Cc1c(O)c2ccccc2oc1=O,-7.9%,3.5%,/,1.9%,8.9%,
COc1ccc(/C=N/NC(=O)c2cccnc2)cc1CN1CCN(c2ccc(F)cc2)CC1,1.3%,0.4%,5.0%,4.6%,8.2%,
O=C(OCc1nc2ccsc2c(=O)[nH]1)c1cccc(S(=O)(=O)N2CCOCC2)c1,-3.4%,1.8%,-4.5%,10.4%,-9.1%,
Cc1c(NC(=O)NC2CCCCC2)cccc1[N+](=O)[O-],-0.7%,i,0.0%,-3.6%,5.4%,
COc1ccc(NC(=O)C2=NNC(=O)CC2)cc1S(=O)(=O)N1CCCCC1,-0.4%,0.1%,2.5%,3.5%,-0.4%,

# Six structures from above, sorted by length of the SMILES, largest number first:
SMILES,H37Rv inhibition,VEEV TC-83 Vero,H1N1 NS1A inhibition,Salmonella PhoP GFP,M. tuberculosis,others
CCCCCC(=O)N[C@@H](c1ccccc1)[C@@H](O)C(=O)O[C@H]1C[C@@]2(O)[C@@H](OC(=O)c3ccccc3)C3[C@](C)(C(=O)[C@H](O)C(=C1C)C2(C)C)[C@@H](OC1OCC(O)C(O)C1O)C[C@H]1OC[C@@]31OC(C)=O (some centres not stated),-6.5%,0.6%,1.3%,1.8%,10.8%,
O=C(OCc1nc2ccsc2c(=O)[nH]1)c1cccc(S(=O)(=O)N2CCOCC2)c1,-3.4%,1.8%,-4.5%,10.4%,-9.1%,
COCCn1c(SCC(=O)N(C)c2ccccc2)nc2c([nH]c3ccccc32)c1=O,-5.1%,4.8%,-7.3%,3.3%,-12.9%,
O=C(Nc1ccc2c(c1)OCCO2)c1oc2ccccc2c1NC(=O)C1CC1,-1.6%,3.9%,-4.6%,-5.6%,-8.8%,
COC(=O)C1=C(NC(=O)c2ccccc2C)CCS1,-1.6%,1.4%,5.3%,-7.0%,22.4%,
O=C(O)CCCN=Cc1c(O)c2ccccc2oc1=O,-7.9%,3.5%,/,1.9%,8.9%,

# Source: PubChem BioAssay
